Bioassay records as filed in PubChem BioAssay.
MC4R antagonist – human MC4R antagonism in cAMP assay; inhibition, % at 6.5 µM; 360,000 compounds, 0.48% hits; AID 540295; MC4R-expressing cells, MTII-stimulated cAMP, LANCE TR-FRET;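 active = inhibition above its plate's cutoff, the mean of tested wells on that plate plus 3 SD, cut at about 29% in these data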;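 note: 0% = Melanotan II alone and 100% = Melanotan II plus saturating MCL0020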
Target sequence (P32245 whole entry, looked up): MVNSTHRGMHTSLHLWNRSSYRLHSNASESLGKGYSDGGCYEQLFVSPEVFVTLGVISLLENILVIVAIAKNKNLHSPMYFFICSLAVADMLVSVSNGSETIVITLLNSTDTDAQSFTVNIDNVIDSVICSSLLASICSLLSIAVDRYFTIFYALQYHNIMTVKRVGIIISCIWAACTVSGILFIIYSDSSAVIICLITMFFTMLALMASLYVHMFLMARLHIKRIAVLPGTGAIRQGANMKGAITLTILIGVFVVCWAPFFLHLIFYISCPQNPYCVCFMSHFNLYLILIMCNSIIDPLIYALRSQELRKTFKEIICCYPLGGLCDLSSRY
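System: U2OS-MC4R stable cell line; Technique: Eu-cAMP/anti-cAMP TR-FRET, emission 671 nm; Repeats: single well per compound; Also added: Melanotan II; Dosing: one concentration, 6.5 µM nominal; Schedule: 30-min compound, 1-h challenge, 1-h detection, room temperature.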
aDG glyco act – alpha-DG glycosylation activation; Pro5-aDG cells, alpha-DG glycosylation AlphaScreen (IIH6); 0% Pro5, 100% B10-LARGE cell signal; activation, % at 10 µM; 360,000 compounds, 0.22% hits;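 active = activation of at least 8% versus controls, or a plate z-score of at least 8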;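 note: Pro5 are CHO cells carrying HIG-tagged alpha-DG that lacks glycosylation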
CaV13 ICDI inh – Disruptors of the CACNA1D IQ motif to Ca2+-dependent inactivation inhibitor domain association, primary screening, Förster resonance energy transfer in intact living … | HEK cells, CFP/YFP FRET ICDI-IQ, plate reader, 10 min; percent FRET-ratio fall versus neutral wells | inhibition, % at 12.3 µM | 340,000 compounds, 0.098% hits | AID 743397;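 active = mean replicate inhibition of at least 30% and at least 1% of replicates passing that level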;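 note: 0% = median of the neutral control wells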
Glyco luc inh – N-linked glycosylation inhibition; D54 ERlucT glycosylation luciferase reporter, 24 h; percent of 100 nM tunicamycin response; reporter increase, % at 12.5 µM; 360,000 compounds, 0.23% hits;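 active = mean luciferase reporter signal, scaled so untreated is 0 and the glycosylation-blocking control 100, at or above a set limit in every replicate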;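 note: luciferase carries N-glycosylation sites so blocking glycosylation raises the light; 0% = median of neutral control wells and 100% = median of 100 nM tunicamycin wells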
MC4R ag barr – activates human MC4R beta-arrestin recruitment; P32245; U2OS MC4R beta-arrestin complementation, luminescence; percent of melanotan II response, DMSO zero; activation, % at 8.9 µM; 360,000 compounds, 0.98% hits; AID 540308;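 active = activation above a per-plate cutoff, the mean activation of sample wells on that plate plus 3 SD, cut at about 8% in these data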
ABCB6 inh 2 – inhibitors of human ABC transporter ABCB6; Q9NP58; K562-ABCB6 porphyrin accumulation, flow cytometry, 1 h; hits give low values; 360,000 compounds, 0.19% hits; AID 602162; fluorescence ratio to DMSO, % at 10 µM;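 active = fluorescence ratio to DMSO below 75%, the collection mean minus 3 SD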;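 note: signal is porphyrin accumulated inside mitochondria; 100% equals median channel fluorescence of DMSO control wells; lower ratio means ABCB6 inhibition with less porphyrin fluorescence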
PDI inh – inhibitors of human protein disulfide isomerase; AID 588391; inhibition, % at 10 µM; 350,000 compounds, 0.052% hits; PDI insulin aggregation turbidity, A650, 90 min; P07237;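 active = mean inhibition across replicates of 30% or more, whatever share of single replicates reach that level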;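 note: absorbance from insulin aggregation driven by PDI reduction with DTT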
H9c2 protect – protects H9c2 cardiomyocytes from peroxide injury | H2O2 injury protection, ATPLite, 2 h | protection from H2O2 cell death, % at 20 µM | 360,000 compounds, 0.63% hits | AID 588492;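 active = compounds giving at least 50% protection of heart cells from peroxide-induced death in the single-dose screen, raw or plate-pattern-corrected value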;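 note: 0% = DMSO wells with peroxide and 100% = DMSO wells without peroxide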
m5-HT2A agonist – agonists of mouse serotonin 5-HT2A receptor (HTR2A) | activation, % at 7.6 µM | CHO-K1 mHTR2A beta-arrestin complementation, luminescence; percent of 30 µM serotonin response | AID 624169 | 360,000 compounds, 0.66% hits;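 active = activation above a run cutoff, the mean activation of all tested compounds plus 3 SD, cut at about 14% in these data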;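 note: 0% = plate median of compound wells and 100% = 30 µM serotonin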
Target sequence (P35363 whole entry, looked up): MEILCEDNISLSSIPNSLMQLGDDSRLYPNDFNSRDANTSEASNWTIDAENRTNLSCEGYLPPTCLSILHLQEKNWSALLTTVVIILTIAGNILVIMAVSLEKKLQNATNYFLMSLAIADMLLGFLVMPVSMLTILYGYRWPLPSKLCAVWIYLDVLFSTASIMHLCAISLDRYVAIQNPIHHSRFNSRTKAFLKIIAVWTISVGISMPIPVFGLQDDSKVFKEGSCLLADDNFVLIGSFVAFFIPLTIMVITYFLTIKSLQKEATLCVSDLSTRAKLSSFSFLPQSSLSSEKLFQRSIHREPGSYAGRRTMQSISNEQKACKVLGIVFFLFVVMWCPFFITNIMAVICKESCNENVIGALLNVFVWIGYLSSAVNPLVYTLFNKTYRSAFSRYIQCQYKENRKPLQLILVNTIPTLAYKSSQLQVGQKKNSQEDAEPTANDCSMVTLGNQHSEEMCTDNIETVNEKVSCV
Vif inh – HIV Vif inhibition. inhibition, % at 7.49 µM. HEK293T cells, Vif self-association by quenched fluorescence, imaging, 24 h. 340,000 compounds, 0.35% hits. AID 602346; in the data active = inhibition above about 50%, passing the limit was not always enough; note: some results filed as inactive read as strong as hits
Numbers without * were called inactive; nt = not tested or not shown.

SMILES	MC4R antagonist	aDG glyco act	CaV13 ICDI inh	Glyco luc inh	MC4R ag barr	ABCB6 inh 2	PDI inh	H9c2 protect	m5-HT2A agonist	Vif inh
CC1(C)CC(=O)C(C(N)=NC(=O)c2ccc([N+](=O)[O-])cc2)=C(O)C1	-1	0.1	-21	3	-2.0	100	2	-2	0	14
Cc1ccn2cc(CCNC(=O)CC3CCCCC3)nc2c1	5	0.5	-5	0	-2.5	99	5	1	2	1
COc1ccc(CNC(=O)C(C)n2nc(C)c3c(C)n(-c4ccc(C)cc4)nc3c2=O)cc1 (stereo unspecified)	14	0.3	-3	2	-3.6	87	2	-2	6	-3
O=c1cnc2cc([N+](=O)[O-])ccc2[nH]1	10	0.0	2	1	-2.4	102	-10	4	5	13
CCN(Cc1ccncc1)Cc1cn[nH]c1-c1cc(OC)c(OC)c(OC)c1	2	-0.2	6	3	-2.2	96	-1	9	-1	-4
COc1cccc(C(=O)N2CCC[C@H]2C(=O)N2CCC[C@H]2C(=O)N(C)Cc2ccccc2)c1	nt	0.0	-9	nt	nt	99	nt	nt	-1	nt
O=C(c1ccc(F)cc1)N1CCN(c2ncccn2)CC1	-11	0.2	nt	2	-1.3	97	-3	12	1	18
CC(C)(Oc1ccc(Cl)cc1)C(=O)O/N=C(\N)c1ccncc1	-5	0.1	-6	3	0.3	90	-5	-4	2	2
Cn1nccc1NC(=O)Nc1cccc(Cl)c1	7	0.0	-4	3	0.5	93	22	4	-3	0
c1ccc(CC2CCN(c3nnnn3-c3ccccc3)CC2)cc1	2	0.9	0	0	-1.5	97	-9	-21	-4	10

Of the compounds above, these have a Cl atom:
SMILES	MC4R antagonist	aDG glyco act	CaV13 ICDI inh	Glyco luc inh	MC4R ag barr	ABCB6 inh 2	PDI inh	H9c2 protect	m5-HT2A agonist	Vif inh
CC(C)(Oc1ccc(Cl)cc1)C(=O)O/N=C(\N)c1ccncc1	-5	0.1	-6	3	0.3	90	-5	-4	2	2
Cn1nccc1NC(=O)Nc1cccc(Cl)c1	7	0.0	-4	3	0.5	93	22	4	-3	0

Additional results follow:
SMILES	MC4R antagonist	aDG glyco act	CaV13 ICDI inh	Glyco luc inh	MC4R ag barr	ABCB6 inh 2	PDI inh	H9c2 protect	m5-HT2A agonist	Vif inh
CCOC(=O)CSc1nnc(CNC(=O)c2cccs2)n1CCc1ccccc1	-2	-0.3	-5	4	-1.2	100	0	4	-2	-2
O=C(O)c1ccc(S(=O)(=O)c2ccc3c(c2)C(=O)N(c2ccccc2[N+](=O)[O-])C3=O)cc1	0	0.1	-7	4	-2.3	98	-5	0	-1	-7
CC(=O)Nc1ccc(C=NNc2nnc(NN=Cc3ccc(NC(C)=O)cc3)c3ccccc23)cc1	7	0.5	-6	-16	0.8	101	-7	-10	3	-3
CCCCC/S(CC1CC1(Cl)Cl)=N\S(=O)(=O)c1ccc(C)cc1 (stereo unspecified)	10	-0.3	-2	0	-2.8	104	4	-3	1	4
COc1ccc(S(=O)(=O)N2CCCC2=O)cc1N(C)S(C)(=O)=O	4	0.2	-5	0	-1.6	101	4	0	1	-2
C=C(C)c1cccc(C(C)(C)NC(=O)N2CCN(c3ncccn3)CC2)c1	4	0.0	nt	0	-0.3	91	2	0	7	nt
C=C1C(=O)[C@@]23[C@H](O)C[C@@H]4C(C)(C)CC[C@H](O)[C@]4(C)[C@@H]2C[C@H](O)[C@@H]1[C@H]3O	3	2.0	-4	-7	-1.4	101	24	7	2	-5
CC(=O)c1c(C)[nH]c(C(=O)OCC(=O)c2c[nH]c3ccccc23)c1C	-2	0.2	-6	3	-1.7	96	-3	-2	5	14
COCCCn1c(C2CCCCC2)nc2oc3cc(OC)ccc3c(=O)c2c1=O	2	-0.1	-7	-2	-1.5	87	19	12	-2	7
CCOC(=O)C1=C(CC)Nc2ccccc2N=C1NC(=O)CCN1C(=O)C2CCCCC2C1=O (stereo unspecified)	4	-0.3	-3	-1	1.6	101	5	21	-6	-7
COc1cccc(CNC(=O)CCS(=O)(=O)c2cc3c(cc2C)NC(=O)CO3)c1	7	-0.1	12	0	0.8	102	nt	-1	2	-2
Nc1ccc(S(=O)(=O)c2ccc(N)c(N)c2)cc1	-1	-0.6	-6	1	0.6	101	9	6	-3	-4
CC1CCCCN1S(=O)(=O)c1ccc(C(=O)Nc2ccccc2-c2nc3ccccc3s2)cc1 (stereo unspecified)	2	0.1	-9	1	-0.2	87	4	0	-4	7
COc1cc2c(cc1OC)C1(CCCC1)CNC2C (stereo unspecified)	13	0.2	-9	-2	-0.6	102	2	-2	-2	0
O=[N+]([O-])c1cc(C(F)(F)F)ccc1SCC(O)CO (stereo unspecified)	3	0.4	-7	0	3.0	100	-5	-7	4	9
CO[C@@]1(NC(=O)C2SC(=C(C(N)=O)C(=O)O)S2)C(=O)N2C(C(=O)O)=C(CSc3nnnn3C)CS[C@@H]21 (stereo partly specified)	-3	-0.1	-5	2	-0.1	103	-13	1	2	-3
c1ccc2c(-c3csc(-c4ccncc4)n3)c[nH]c2c1	-2	0.3	-5	-10	1.8	100	0	-5	-3	0
CC(Oc1ccc(Cl)cc1)C(=O)N(C)CC(=O)Nc1ccc(N2CCOCC2)cc1 (stereo unspecified)	8	0.2	nt	-1	-2.7	100	-1	0	-4	-11
CC(C)OCCCNC(=O)c1ccc(Br)cc1	-1	-0.1	nt	-1	-1.8	99	-3	1	3	-1
COc1ccc(C(=O)Nc2ccc3[nH]ncc3c2)cc1	2	0.0	-21	-10	0.5	99	0	-20	3	-2

Complete entries, quoted from the list. Screens in order: MC4R antagonist | aDG glyco act | CaV13 ICDI inh | Glyco luc inh | MC4R ag barr | ABCB6 inh 2 | PDI inh | H9c2 protect | m5-HT2A agonist | Vif inh
COc1ccc(C(=O)Nc2ccc3[nH]ncc3c2)cc1 is entered as 2 | 0.0 | -21 | -10 | 0.5 | 99 | 0 | -20 | 3 | -2
CC(C)OCCCNC(=O)c1ccc(Br)cc1 is entered as -1 | -0.1 | nt | -1 | -1.8 | 99 | -3 | 1 | 3 | -1
Nc1ccc(S(=O)(=O)c2ccc(N)c(N)c2)cc1 is entered as -1 | -0.6 | -6 | 1 | 0.6 | 101 | 9 | 6 | -3 | -4
COc1cc2c(cc1OC)C1(CCCC1)CNC2C (stereo unspecified) is entered as 13 | 0.2 | -9 | -2 | -0.6 | 102 | 2 | -2 | -2 | 0
COc1cccc(CNC(=O)CCS(=O)(=O)c2cc3c(cc2C)NC(=O)CO3)c1 is entered as 7 | -0.1 | 12 | 0 | 0.8 | 102 | nt | -1 | 2 | -2

Remaining list, next part
SMILES	MC4R antagonist	aDG glyco act	CaV13 ICDI inh	Glyco luc inh	MC4R ag barr	ABCB6 inh 2	PDI inh	H9c2 protect	m5-HT2A agonist	Vif inh
CN(C)S(=O)(=O)N1CCN(c2cc(Cl)ccc2Cl)CC1	-2	-0.1	-5	0	-1.1	89	4	8	1	nt
CCCCN1CC(=O)N2[C@H]3c4ccccc4OC[C@@H]3[C@H](C(=O)OCC)[C@]2(C)C1=O	-2	-0.1	-12	2	0.2	100	-1	4	1	-1
Cc1cc(Br)ccc1NCc1ccccn1	-6	0.0	-6	1	-0.1	94	-17	-2	5	0
O=C(CCCC(=O)N/N=C/c1ccccc1C(=O)O)N/N=C/c1ccccc1C(=O)O	-2	0.6	-16	1	-0.8	108	-2	2	-1	-1
Cc1onc(-c2c(F)cccc2Cl)c1C(=O)NC(C)c1ccccc1 (stereo unspecified)	4	-0.1	-5	0	1.7	98	12	0	-2	-3
CC1CCCC(C)N1/N=C/c1ccc(O)cc1 (stereo unspecified)	2	0.1	-6	1	-0.9	96	5	-2	1	1
CC(/C=N/NC(=O)c1cc(-c2ccc3ccccc3c2)n[nH]1)=C\c1ccco1	2	0.5	-19	7	0.2	94	17	-2	0	1
CC(C)Cc1nnc(NC(=O)CSc2nc(O)c(-c3ccccc3)c(=O)[nH]2)s1	-8	-0.3	2	1	0.5	99	-6	10	3	9
O=C(C1CCCC1)N1CCC(CC2CC(c3ccc(Cl)cc3)=NO2)(C(=O)NCC2CCCCC2)CC1 (stereo unspecified)	17	1.0	-10	-2	0.6	98	-1	-2	-7	-2
CN(C)C(=O)c1c(NC(=O)c2ccco2)sc2c1CCCCC2	-1	1.7	-5	-5	-2.0	97	5	-8	-6	nt
COC(=O)C(Cc1ccccc1)N1CCS(=O)(=O)CC1 (stereo unspecified)	2	-0.2	-5	0	0.0	97	7	-10	-2	17
Cc1ccc(S(=O)(=O)Nc2cccc(C(=O)NCCCN3CCOCC3)c2)cc1F	3	-0.2	-13	0	-0.9	100	8	-1	8	3
Cc1ccc(NC(=O)c2ccccc2OCC(=O)c2ccc(F)cc2)cc1	2	0.1	1	1	51*	95	-15	-6	7	-7
O=C1c2cccc3cccc(c23)C(=O)N1c1nncs1	-8	1.0	-6	1	0.6	116	7	27	-3	-1
O=C(c1cccc(F)c1)N1CCN(C(=O)c2cc(-c3ccc(Cl)cc3Cl)on2)CC1	21	0.3	nt	1	4.5	97	0	-7	-3	-25
COc1ccc(-c2nnc(SCc3ccc(C(=O)O)cc3)n2N)cc1	2	0.0	-1	0	-1.7	100	6	0	4	11
CCC(=O)N(C(=O)CC)N1CCN(c2ccncc2S(=O)(=O)N2CCCCC2)CC1	-2	0.3	nt	1	-3.3	93	-2	6	10	6
O=C(Nc1ccccc1O)c1cc(S(=O)(=O)N2CCOCC2)ccc1Cl	-2	0.6	nt	-3	1.7	93	-5	-7	-1	4
O=C(O)CCCCCNc1ncnc2ccc(Br)cc12	-5	0.0	-5	0	3.2	103	-4	2	3	nt
CCC(=O)N1CCC1(C)C(=O)Nc1cccc2cccnc12 (stereo unspecified)	1	0.0	-5	1	-0.3	95	14	-1	3	12
N=c1oc2cc(O)ccc2cc1C(=O)Nc1ccc(Cl)cc1	22	-0.1	113*	-1	0.0	112	2	-19	-5	-7
Cc1cc(S(=O)(=O)Nc2c(C)nc3nc[nH]n3c2=O)ccc1F	3	-0.3	-4	1	-0.9	92	-8	16	4	17
